From PubChem BioAssay
Growth percent in the NCI-60 one-dose screen (48 h, 10 µM unless noted): 100 = growth as untreated, 0 = no growth, -100 = all killed.
SF-539 – SF-539 CNS cancer; AID 1794752; actives 6.8% (n = 81,000)
SNB-19 – SNB-19 CNS cancer cells; actives 2.5% (n = 81,000); AID 1794751
SF-268 – SF-268 CNS cancer cells; AID 1794759; actives 3.1% (n = 82,000)
SF-295 – SF-295 CNS cancer cells; AID 1794758; actives 5.6% (n = 79,000)
SNB-75 – SNB-75 CNS cancer; actives 5% (n = 79,000)
HCC-2998 – HCC-2998 colon cancer; actives 4.7% (n = 79,000)
PC-3 – PC-3 prostate cancer cells; actives 3.9% (n = 80,000)
U251 – U251 CNS tumor cells; actives 5.4% (n = 80,000)
An asterisk follows results filed as active. The calls were made as follows: active = growth percent below 10; inactive = the rest.

`O=C(c1ccccc1)N(CCCl)C(=O)N(CCCl)C(=O)c1ccccc1` gave SF-539 95, SNB-19 91, SF-268 102, SF-295 82, SNB-75 99, HCC-2998 104, PC-3 88 and U251 102.
Cc1ccc(O)c(C(=O)c2ccc(Cl)cc2)c1 was read as SF-539 98, SNB-19 104, SF-268 101, SF-295 101, SNB-75 72, HCC-2998 104 and U251 98.
O=C(OC1=C(OC(=O)c2ccc(N=Nc3ccccc3)cc2)c2ccccc21)c1ccc(N=Nc2ccccc2)cc1 was read as SF-539 94, SNB-19 116, SF-268 102, SF-295 118, SNB-75 72, HCC-2998 99, PC-3 101 and U251 98.
COc1ccc(/C=C2\Cc3cc4c(cc3C2=O)OCO4)cc1OC was read as SF-539 74, SNB-19 63, SF-268 75, SF-295 74, SNB-75 81, HCC-2998 88, PC-3 76 and U251 44.
Screening O=c1cc(-c2ccc(O)cc2)oc2c(O)c(O)c(O)c(O)c12 returned SF-539 93, SNB-19 103, SF-268 112, SF-295 103, SNB-75 94, HCC-2998 105, PC-3 110 and U251 98.
For Cc1ccccc1NC(=O)CN(C)C the results were SF-539 98, SNB-19 99, SF-268 103, SF-295 97, SNB-75 93, HCC-2998 116, PC-3 98 and U251 104.
Screening CCC(C)C(N)C1=NC(C(=O)NC(CC(C)C)C(=O)NC(CCC(=O)O)C(=O)NC(C(=O)NC2CCCCNC(=O)C(CC(N)=O)NC(=O)C(CC(=O)O)NC(=O)C(Cc3cnc[nH]3)NC(=O)C(Cc3ccccc3)NC(=O)C(C(C)CC)NC(=O)C(CCCN)NC2=O)C(C)CC)CS1 (stereo not drawn) returned SF-539 109, SNB-19 107, SF-268 111, SF-295 114, SNB-75 100, HCC-2998 109, PC-3 93 and U251 100.
Screening Nc1nc(Cl)cc(Nc2ccccc2Br)n1 returned SF-539 99, SNB-19 101, SF-268 100, SF-295 97, SNB-75 98, HCC-2998 98, PC-3 108 and U251 104.
Screening C/C(Cc1ccc(Cl)cc1)=C(\c1ccc(OCCCN(C)C)cc1)c1ccc(OC(=O)Cc2ccccc2)cc1 returned SF-539 105, SNB-19 105, SF-268 98, SF-295 100, SNB-75 93, HCC-2998 107, PC-3 96 and U251 112.
`CN1C(=O)C(C2=NN(c3ccccc3)C(c3ccc(F)cc3)C2)C(=O)N(C)C1=O` (stereo not drawn) gave SF-539 97, SNB-19 106, SF-268 99, SF-295 103, SNB-75 99, HCC-2998 111, PC-3 100 and U251 100.
CC(O)CNc1nc(N)[nH]c(=O)c1N=Nc1ccccc1 (stereo not drawn) was read as SF-539 102, SNB-19 104, SF-268 116, SF-295 116, SNB-75 92, HCC-2998 103, PC-3 99 and U251 107.
For Clc1ccc(-c2cc(-c3ccc(N4CCOCC4)cc3)n3c(n2)nc2ccccc23)cc1 the results were SF-539 93, SNB-19 96, SF-268 101, SF-295 105, SNB-75 99, HCC-2998 103, PC-3 96 and U251 101.
`CCOC(=O)CCc1cccc(CCC(=O)OCC)n1` gave SF-539 104, SNB-19 103, SF-268 105, SF-295 133, SNB-75 94, HCC-2998 126, PC-3 100 and U251 94.
For COC(=O)c1cc(C(=O)C(C)(C)C)n2c3ccccc3c3ccccc3c12 the results were SF-539 97, SNB-19 109, SF-268 103, SF-295 93, SNB-75 84, HCC-2998 124, PC-3 59 and U251 97.
Screening CC(C)C1=CC23CCC4C(C)(C(=O)O)CCCC4(C)C2CC1C1C(=O)C=CC(=O)C13 (stereo not drawn) returned SF-539 97, SNB-19 107, SF-268 108, SF-295 101, SNB-75 98, HCC-2998 115, PC-3 101 and U251 98.
`O=C(c1nnc(NC2CCCCC2)o1)c1c[nH]c2ccccc12` gave SF-539 111, SNB-19 104, SF-268 101, SF-295 111, SNB-75 113, HCC-2998 98, PC-3 100 and U251 105.
For Clc1ccc(-c2nnc(/N=C/c3ccccc3)o2)cc1 the results were SF-539 96, SNB-19 100, SF-268 99, SF-295 100, HCC-2998 102, PC-3 99 and U251 98.
C#CC(NC(C)(C)CC(C)(C)C)C(C)C (stereo not drawn) was read as SF-539 103, SNB-19 93, SF-268 89, SF-295 123, SNB-75 89, HCC-2998 100, PC-3 80 and U251 104.
Screening O=C1Nc2ccccc2[C@]12Oc1ccccc1[C@H]1CC(c3ccccc3)=NN12 returned SF-539 96, SNB-19 92, SF-268 95, SF-295 102, SNB-75 75, HCC-2998 109, PC-3 96 and U251 101.
For C#CC(C)OCC1CO1 (stereo not drawn) the results were SF-539 101, SNB-19 98, SF-268 110, SF-295 78, SNB-75 89, HCC-2998 116, PC-3 113 and U251 101.
For C=Cc1ccc(CC)cn1 the results were SF-539 96, SNB-19 99, SF-268 114, SF-295 119, SNB-75 95, HCC-2998 88, PC-3 103 and U251 119.
COc1ccc(CNS(=O)(=O)/N=C2\NC(=O)NC2=C(Cl)Cl)cc1 was read as SF-539 -6.4*, SNB-19 30, SF-268 60, SF-295 -23*, SNB-75 -23*, PC-3 28 and U251 15.
For C[C@]12C[C@@H](c3ccoc3)OC(=O)[C@@H]1CC[C@]1(C)[C@@H]2CC[C@@H]2O[C@@]21C the results were SNB-19 103, SF-268 99, SF-295 99, SNB-75 101, HCC-2998 106, PC-3 79 and U251 98.
Nc1ccc(C(=O)Nc2ccc(Nc3ccncc3)cc2)cc1 was read as SF-539 96, SNB-19 101, SF-268 94, SF-295 105, SNB-75 83, HCC-2998 105, PC-3 98 and U251 106.
Screening O=c1[nH]c2ccccc2c(=O)n1-c1ccc(-c2nc3ccccc3[nH]2)cc1 returned SF-539 75, SNB-19 47, SF-268 75, SF-295 85, SNB-75 67, HCC-2998 118, PC-3 84 and U251 99.
`FC(F)(F)Oc1cccc(-c2cnc3ccc(-c4ccncc4)nn23)c1` gave SF-539 -2.6*, SNB-19 24, SF-268 19, SF-295 17, SNB-75 42, HCC-2998 32, PC-3 15 and U251 19.
`CCN1C(=O)N(CC)C2NC(N/N=C/c3ccc([N+](=O)[O-])cc3)=NC21` (stereo not drawn) gave SF-539 83, SNB-19 98, SF-268 96, SF-295 100, SNB-75 78, HCC-2998 102, PC-3 87 and U251 95.
COc1ccc2cnc(N)c(C#Cc3cc(C(=O)Nc4ccc(CN5CCN(C)CC5)c(C(F)(F)F)c4)cnc3C)c2c1 was read as SF-539 31, SNB-19 81, SF-268 62, SF-295 79, SNB-75 -1.8*, HCC-2998 86, PC-3 16 and U251 17.
Screening CC1(C)CC[C@]23CC[C@]4(C)[C@H](CC[C@@H]5[C@@]6(C)C/C(=C/O)C(=O)C(C)(C)[C@@H]6CC[C@]54C)[C@H]2[C@H]1OC3 returned SF-539 101, SNB-19 98, SF-268 108, SF-295 103, SNB-75 104, HCC-2998 110, PC-3 86 and U251 105.
Screening COc1ccc(C/C(C)=C(\c2ccc(Cl)cc2)c2ccc(OCCCN(C)C)cc2)cc1 returned SF-539 85, SNB-19 87, SF-268 89, SF-295 105, SNB-75 72, HCC-2998 47, PC-3 69 and U251 46.

The last 3 records of the section above open the next one.
COc1ccc2cnc(N)c(C#Cc3cc(C(=O)Nc4ccc(CN5CCN(C)CC5)c(C(F)(F)F)c4)cnc3C)c2c1 was read as SF-539 31, SNB-19 81, SF-268 62, SF-295 79, SNB-75 -1.8*, HCC-2998 86, PC-3 16 and U251 17.
Screening CC1(C)CC[C@]23CC[C@]4(C)[C@H](CC[C@@H]5[C@@]6(C)C/C(=C/O)C(=O)C(C)(C)[C@@H]6CC[C@]54C)[C@H]2[C@H]1OC3 returned SF-539 101, SNB-19 98, SF-268 108, SF-295 103, SNB-75 104, HCC-2998 110, PC-3 86 and U251 105.
Screening COc1ccc(C/C(C)=C(\c2ccc(Cl)cc2)c2ccc(OCCCN(C)C)cc2)cc1 returned SF-539 85, SNB-19 87, SF-268 89, SF-295 105, SNB-75 72, HCC-2998 47, PC-3 69 and U251 46.
`CC(=O)OCc1cc(C(C)(C)C)c(O)c(C(C)(C)C)c1` gave SF-539 103, SNB-19 106, SF-268 101, SF-295 109, SNB-75 89, HCC-2998 96, PC-3 110 and U251 105.
`COc1ccccc1NCc1cccn1Cc1cccc2ccccc12` gave SF-539 101, SNB-19 98, SF-268 95, SF-295 103, SNB-75 96, HCC-2998 103, PC-3 96 and U251 98.
For NS(=O)(=O)c1ccc(C(=O)N=Nc2c(O)[nH]c3ccccc23)cc1 the results were SF-539 99, SNB-19 94, SF-268 95, SF-295 98, SNB-75 89, HCC-2998 111, PC-3 103 and U251 95.
COc1ccc(NC(=O)c2ccoc2COc2ccccc2)cc1 was read as SF-539 96, SNB-19 90, SF-268 98, SF-295 98, SNB-75 87, HCC-2998 93, PC-3 91 and U251 96.
Screening Cc1ccc(N=C=O)cc1N1C(=O)N(c2cc(N=C=O)ccc2C)C1=O returned SF-539 94, SNB-19 79, SF-268 106, SF-295 96, SNB-75 102, HCC-2998 104, PC-3 81 and U251 80.
COC(=O)c1nc(N)nc(C(=O)OC)c1C(=O)Cc1ccccc1 was read as SF-539 67, SNB-19 50, SF-268 79, SF-295 92, SNB-75 75, HCC-2998 65, PC-3 48 and U251 35.
For CC(CCNC(=O)c1ccccc1)(CCNC(=O)c1ccccc1)[N+](=O)[O-] the results were SF-539 103, SNB-19 103, SF-268 108, SF-295 96, SNB-75 86, HCC-2998 92 and PC-3 96.
`O=[N+]([O-])c1cccc(CO/N=C\c2cc(Cl)ccc2O)c1` gave SF-539 92, SNB-19 91, SF-268 101, SF-295 96, SNB-75 103, HCC-2998 100 and PC-3 75.
`c1ccc2c(c1)NC1(CCCCC1)S2` gave SF-539 103, SNB-19 104, SF-268 96, SF-295 110, SNB-75 87, HCC-2998 100, PC-3 80 and U251 111.
COc1cc(-c2n/c(=C\c3c(O)[nH]c4ccc(Cl)cc34)cc3c2=Nc2ccccc2-3)cc(OC)c1OC was read as SF-539 31, SNB-19 15, SF-268 -12*, SF-295 7.9*, SNB-75 -4.3*, HCC-2998 45, PC-3 -13* and U251 -84*.

5 entries picked at random from the list so far:
For C#CC(C)OCC1CO1 (stereo not drawn) the results were SF-539 101, SNB-19 98, SF-268 110, SF-295 78, SNB-75 89, HCC-2998 116, PC-3 113 and U251 101.
`O=[N+]([O-])c1cccc(CO/N=C\c2cc(Cl)ccc2O)c1` gave SF-539 92, SNB-19 91, SF-268 101, SF-295 96, SNB-75 103, HCC-2998 100 and PC-3 75.
Screening O=C1Nc2ccccc2[C@]12Oc1ccccc1[C@H]1CC(c3ccccc3)=NN12 returned SF-539 96, SNB-19 92, SF-268 95, SF-295 102, SNB-75 75, HCC-2998 109, PC-3 96 and U251 101.
Screening CCC(C)C(N)C1=NC(C(=O)NC(CC(C)C)C(=O)NC(CCC(=O)O)C(=O)NC(C(=O)NC2CCCCNC(=O)C(CC(N)=O)NC(=O)C(CC(=O)O)NC(=O)C(Cc3cnc[nH]3)NC(=O)C(Cc3ccccc3)NC(=O)C(C(C)CC)NC(=O)C(CCCN)NC2=O)C(C)CC)CS1 (stereo not drawn) returned SF-539 109, SNB-19 107, SF-268 111, SF-295 114, SNB-75 100, HCC-2998 109, PC-3 93 and U251 100.
Screening Nc1nc(Cl)cc(Nc2ccccc2Br)n1 returned SF-539 99, SNB-19 101, SF-268 100, SF-295 97, SNB-75 98, HCC-2998 98, PC-3 108 and U251 104.

(cont.)
For CCN(CC)CCC(C(=O)O)(c1ccccc1)C1(O)CCCCCC1 (stereo not drawn) the results were SF-539 100, SNB-19 95, SF-268 112, SF-295 103, SNB-75 77, HCC-2998 102, PC-3 93 and U251 104.
Screening c1ccc2c(c1)ccn2CCCN1CCCCC1 (tested in a mixture with another compound) returned SF-539 96, SNB-19 113, SF-268 98, SF-295 117, SNB-75 85, PC-3 97 and U251 100.
CC1(C)[C@@H]2CC[C@]1(C)[C@H](O)C2 was read as SF-539 100, SNB-19 104, SF-268 104, SF-295 100, SNB-75 93, HCC-2998 100, PC-3 87 and U251 95.
`COC(=O)c1cccc(NC(=O)c2ccc(-c3cccc(N)c3)o2)c1` gave SF-539 93, SNB-19 95, SF-268 100, SF-295 98, SNB-75 93, HCC-2998 101 and U251 104.
Screening COC(=O)CC[C@@H]1O[C@@H](c2cc(OC)c(OC)c(OC)c2)[C@H](I)[C@H]1O returned SF-539 103, SNB-19 106, SF-268 99, SF-295 109, SNB-75 95, HCC-2998 99, PC-3 91 and U251 99.
O=C(O)C(O)c1ccc(Cl)cc1Cl (stereo not drawn) was read as SF-539 98, SNB-19 105, SF-268 99, SF-295 100, SNB-75 91, HCC-2998 105, PC-3 98 and U251 98.
Screening O=S(=O)(c1ccccc1F)N1CCN(c2nccc(-c3c(-c4cccc(F)c4)nc4sccn34)n2)CC1 returned SF-539 90, SNB-19 89, SF-268 63, SF-295 79, SNB-75 69, HCC-2998 91, PC-3 63 and U251 96.
O=C(O)/C=C\CCCCCCCCC(=O)O was read as SF-539 99, SNB-19 106, SF-268 101, SF-295 96, SNB-75 87, HCC-2998 90, PC-3 95 and U251 105.
`Cc1ccccc1C(=O)c1ccccc1C(=O)O` gave SF-539 105, SNB-19 111, SF-268 106, SF-295 109, SNB-75 85, HCC-2998 105, PC-3 97 and U251 104.
Screening COc1ccc(Nc2csc(-c3ccccn3)n2)cc1 returned SF-539 100, SNB-19 98, SF-268 94, SF-295 102, SNB-75 82, HCC-2998 99, PC-3 99 and U251 98.
N#Cc1ccc(N2CSC3=N/C(=C\c4ccc(Cl)cc4)C(=O)N3C2)cc1 was read as SF-539 96, SNB-19 89, SF-268 95, SNB-75 79, HCC-2998 104 and PC-3 78.
For CS(=O)(=O)OCC1C2CC(CC2OS(C)(=O)=O)C1c1ccccc1 (stereo not drawn) the results were SF-539 106, SNB-19 103, SF-268 100, SF-295 100, SNB-75 93, HCC-2998 104, PC-3 107 and U251 115.
Screening COc1ccc(-c2cc(-c3cc(OC)ccc3OC)nc3sc(C(=O)c4ccc(Cl)cc4)c(N)c23)cc1 returned SF-539 101, SNB-19 108, SF-268 94, SF-295 108, SNB-75 77, HCC-2998 113, PC-3 76 and U251 92.
For O=c1cc(-c2ccc(Cl)cc2)[nH]n1-c1nc2ccccc2s1 the results were SF-539 101, SNB-19 103, SF-268 101, SF-295 102, SNB-75 88, HCC-2998 113 and U251 103.
Screening Cn1cc(-c2nc(N)nnc2-c2cncc(Br)c2)c2ccccc21 returned SF-539 82, SNB-19 83, SF-268 101, SF-295 93, SNB-75 60, HCC-2998 99, PC-3 98 and U251 87.
